Source: PubChem BioAssay (National Center for Advancing Translational Sciences (NCATS))
CBFb RUNX1 block = CBF-beta/RUNX1 interaction disruption; Q01196+Q13951; AlphaScreen CBFb-His/RUNX1-biotin binding, biochemical; Potency, µM (doses to about 59.8 µM), for the others: at the top dose activity, negative = inhibition, most hits filed as inhibitors; 230,000 tested, under 10 active; further: % of control where 0% means no effect
Target sequence (Q01196 whole entry, looked up): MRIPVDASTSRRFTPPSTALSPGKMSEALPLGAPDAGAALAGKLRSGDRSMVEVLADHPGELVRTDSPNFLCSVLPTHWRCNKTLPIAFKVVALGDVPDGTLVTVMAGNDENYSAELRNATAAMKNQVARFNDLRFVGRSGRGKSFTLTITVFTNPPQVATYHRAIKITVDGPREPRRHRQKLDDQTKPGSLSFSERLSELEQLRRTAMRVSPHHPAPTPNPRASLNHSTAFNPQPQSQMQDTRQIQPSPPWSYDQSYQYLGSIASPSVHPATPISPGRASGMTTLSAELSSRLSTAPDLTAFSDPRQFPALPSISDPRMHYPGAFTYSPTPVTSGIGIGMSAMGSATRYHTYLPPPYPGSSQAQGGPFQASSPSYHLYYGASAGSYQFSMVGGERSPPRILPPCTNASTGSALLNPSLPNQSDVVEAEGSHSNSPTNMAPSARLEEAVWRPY
Target sequence (Q13951 whole entry, looked up): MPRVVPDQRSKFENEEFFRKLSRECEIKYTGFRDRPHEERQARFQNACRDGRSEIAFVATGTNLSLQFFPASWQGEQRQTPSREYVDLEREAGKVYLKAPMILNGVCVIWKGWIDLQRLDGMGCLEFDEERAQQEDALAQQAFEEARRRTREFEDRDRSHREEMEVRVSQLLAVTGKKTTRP
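Proteins preincubated together for 20 min at RT before compound addition; 15 min later, nickel and streptavidin beads were added and left 90 min prior to AlphaScreen measurement.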
HTT ATP protect = Huntington cell model cytoprotection by ATP luminescence; 230,000 tested, 0.14% active; Potency, µM (top dose mostly 56.4 µM), for inactives: cytoprotection (ATP increase), most hits filed as activators; PC12 HTT-Q103 induced, cytoprotection, ATP luminescence, 40 h;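 further: potency means the concentration at half of the fitted maximal effect; % of control where 0% means no effect; nearly all actives have a fitted effect of over 45% in size; toxic huntingtin expression switched on by the ecdysone agonist tebufenozide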
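Quantitative HTS on tebufenozide-induced (100 nM) PC12 cells expressing HTTQ103 exon 1–GFP; compounds tested as a concentration series; survival measured via cellular ATP.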
Lamin A splicing = changes lamin A minigene splicing in HeLa cells; HeLa LMNA splicing GFP/RFP minigene ratio, 48 h; Potency, µM (top dose mostly 46.1 µM), for inactives: top-dose ratio change, negative = inhibition, actives largely listed as inhibitors; 200,000 tested, 0.01% active; AID 1487; active means well fitted inhibition curve with a large enough effect in the signal ratio, with a control signal flat, not every such curve was filed as active; inconclusive means small, poorly fitted or top-dose-only effect, or effect the other way, or a change in a side signal; the % refers to the signal ratio; further: potency means the concentration at half of the fitted maximal effect; on the % scale 0 is the no-effect control and ±100 the full control effect
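S3 HeLa stable clones carrying a lamin A-EGFP splicing minigene plus DsRed2 were seeded at 600 cells/well in Opti-MEM with 2% FBS, pin-dosed and incubated 48 h at 37°C. Acumen cytometry (488 nm) gave the GFP/RFP total-intensity ratio.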
GAA glycogen = alters human alpha-glucosidase cleavage of glycogen; P10253; recombinant GAA, glycogen substrate, Amplex Red glucose oxidase fluorescence; Potency, µM (titrated, usually from 76.4 µM), for inactives: at the top dose activity change, negative = inhibition, most hits filed as inhibitors; 300,000 tested, 0.38% active;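 further: potency means the concentration at half of the fitted maximal effect; 0% = full enzyme reaction and -100% = no-enzyme basal signal; the screen sought inhibitors and activators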
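Natural-substrate format: glycogen cleavage by 4 nM human enzyme, glucose read by Amplex Red coupling (Ex 573, Em 610 nm). Normalized to enzyme and no-enzyme controls.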
GAA spleen mod = inhibits or activates alpha-glucosidase in human spleen homogenate; human spleen homogenate, 4-MU-alpha-glucoside fluorescence; AID 2112; Potency, µM (highest dose often 79.9 µM), for the others: top-dose activity change, negative = inhibition, hits mostly inhibitors; P10253; 240,000 tested, 0.006% active;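 further: potency means the concentration at half of the fitted maximal effect; 0% = enzyme with vehicle and -100% = no enzyme basal signal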
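Enzyme source: human spleen homogenate, 1 ug/well. Buffer 50 mM citric acid/K phosphate pH 5.0, 0.01% Tween-20. 4-MU-alpha-glucoside 1 mM; 37 C x 40 min; NaOH/glycine stop; fluorescence.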
GAA inh = blocks human lysosomal alpha-glucosidase | P10253 | purified human GAA, 4-MU-alpha-glucoside fluorescence | Potency, µM (top dose mostly 76.9 µM), for inactives: at the highest dose activity change, negative = inhibition, most hits filed as inhibitors | 200,000 tested, 0.005% active;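 further: potency means the concentration at half of the fitted maximal effect; plate controls were uninhibited enzyme wells for no effect and no-enzyme background for full effect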
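Enzyme (4 nM final) mixed with compound (up to 77 uM), then 4-MU-alpha-D-pyranoside (400 uM final) added; 20 min at room temperature, pH 5.0. Reaction stopped at pH 10, fluorescence read, AC50 derived by Hill fit.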
HTT aggregate = reduces HttQ103-GFP aggregates in PC12 cells; AID 1688; 220,000 tested, 1.1% active; Potency, µM (series often up to 46.1 µM), for inactives: at the top dose activity change, negative = inhibition, hits mostly inhibitors; PC12 HttQ103-GFP aggregates, Acumen cytometry, 40 h; further: potency means the concentration at half of the fitted maximal effect; on the % scale 0 is the no-effect control and ±100 the full control effect; nearly all actives have a fitted effect of over 60% in size
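Huntingtin Q103 exon 1–GFP aggregates in induced PC12 cells (100 nM tebufenozide) were quantified by cytometry from lysates, with compounds dosed in titration.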
The depositor's hits bear a star; ? = inconclusive; · = no result given; & = joins results of further samples; [ ] = dose if it differs, or a comment. Unless noted, the call rests on the fitted dose curve; in most records, active means well fitted curve in the direction sought with a large enough effect; inconclusive means small, poorly fitted or top-dose-only effect, or another doubt; inactive means no such curve, though single readings can be large; an effect the other way counts as inactive or inconclusive.

Order of values – CBFb RUNX1 block	HTT ATP protect	Lamin A splicing	GAA glycogen	GAA spleen mod	GAA inh	HTT aggregate
- CC1=CC(C)(C)Nc2ccc(OC(=O)CN3C(=O)C4CCCCC4C3=O)cc21 (centres undefined)
  7%	-119%[inhibitor]	-19%	-19%	-13%	-5%	?
- CC(C)C(NC(=O)C12CC3CC(CC(C3)C1)C2)C(=O)N/N=C/C1=C(N2CCOCC2)C(=C\c2cccc([N+](=O)[O-])c2)/CC1 (centres undefined)
  -4%	10%[10 µM]	-3%	1%	2%	-12%	-3%
- CCOC(=O)N1CCC(NC(=O)CS(=O)(=O)Cc2nc(-c3ccc(C)cc3)oc2C)CC1
  -1%	-9%	5%	-12%	3%	-2%	-4%
- CN1CCC[C@@H]1CCO[C@](C)(c1ccccc1)c1ccc(Cl)cc1
  16%&-5%[21.7 µM]	?	-19%	·	-3%	·	-1%
- COc1ccc(OC)c(C(O)c2coc3ccc(O)c(CN4CCOCC4)c23)c1 (centres undefined)
  3%	-4%	13%	-5%	-1%	-3%	2%
- COc1ccc(CNC(=O)CCCOc2cc(=O)n(C)c3ccccc23)cc1
  4%	13%	-5%	9%	0%	-8%	17%
- Cc1ccc(NC(=O)N2CCC(O)(c3cccnc3)CC2)cc1
  0%	-1%	3%	-2%	-1%	-4%	18%
- COc1cccc(NC(=O)CSc2nc3c([nH]c4ccccc43)c(=O)n2C)c1
  -8%	-21%	?	-7%	7%	5%	?
- O=C(CN(c1ccccc1)S(=O)(=O)c1ccccc1[N+](=O)[O-])NN=C1CCCCCCC1
  -2%	-22%	-12%	-2%	-3%	5%	2%
- COc1cccc2cc(-c3nc(-c4cccs4)cs3)c(=O)oc12
  4%	2%	6%	9%	-3%	0%	11%
- COc1ccc(CCSc2nnc(C3CCCCC3)n2N)cc1
  1%	5%	-9%	4%	-1%	-2%	-15%
- COCCOC(=O)c1c(C)nc(SCC(=O)Nc2ccc(OC)cc2)c(C#N)c1-c1ccco1
  -2%	-20%	5%	-4%	2%	-8%	2%
- Cc1ccc(C(=O)n2cnnc2N)cc1
  0%	2%	5%	5%	-5%	-3%	8%
- COc1cccc(NC(=O)CSc2nc3ccccc3c(=O)n2CCCC(=O)N2CCCC2)c1
  5%	-5%	?	-10%	-8%	10%	19%
- CCn1c(SCC(=O)Nc2ccc(C)cc2)nc2nc3c(cc2c1=O)COC(C)(C)C3
  -1%	15%[10 µM]	·	-8%	3%	-10%	11%[9.22 µM]
- O=S(=O)(c1cccs1)N1CN(Cc2cccs2)c2nc3ccccc3nc21
  -2%	16%[10 µM]	-3%	-7%	-8%	2%	-10%
- O=C(Nc1ccccc1[N+](=O)[O-])c1nc[nH]c1C(=O)NCCO
  1%	-27%	7%	-4%	-6%	4%	-6%
- Cn1c(N)c(C(=O)COC(=O)C2CC(=O)N(Cc3ccccc3)C2)c(=O)n(C)c1=O (centres undefined)
  -15%	?	·	3%	·	-2%	-6%
- O=C(NCc1cccnc1)C(=O)NCC1OCCN1S(=O)(=O)c1ccc(F)cc1 (centres undefined)
  2%[2.36 µM]	·	-5%	-15%	-2%	5%	3%
- CN(C)CCNC(=O)/C=N/O
  5%	22%[1.9 µM]	-13%	11%	-5%	-2%	-10%

In another format: results already given.
SMILES	CBFb RUNX1 block	HTT ATP protect	Lamin A splicing	GAA glycogen	GAA spleen mod	GAA inh	HTT aggregate
COc1ccc(CCSc2nnc(C3CCCCC3)n2N)cc1	1%	5%	-9%	4%	-1%	-2%	-15%
CN(C)CCNC(=O)/C=N/O	5%	22%[1.9 µM]	-13%	11%	-5%	-2%	-10%
Cc1ccc(C(=O)n2cnnc2N)cc1	0%	2%	5%	5%	-5%	-3%	8%

Next entries
Order of values – CBFb RUNX1 block	HTT ATP protect	Lamin A splicing	GAA glycogen	GAA spleen mod	GAA inh	HTT aggregate
- COC(=O)c1cc2oc(C)cc2n1CC(=O)Nc1ccc(C)c(C)c1
  3%	-8%[10 µM]	11%	-12%	-1%	4%	7%
- NC(=O)CSc1nnc(-c2ccco2)n1N
  2%	21%[10 µM]	5%	-10%	-5%	-7%	14%
- Cc1ccc(S(=O)(=O)NN2C(=O)c3ccccc3NC2c2ccccc2O)cc1 (centres undefined)
  11%	-8%	·	-8%	7%	-1%	9%
- NNc1ncnc2c1cnn2-c1ccccc1
  -1%	-35%	?	?	-3%	-7%	22µM*
- CCOc1ccc2nc(N(CCN(CC)CC)C(=O)c3cccc([N+](=O)[O-])c3)sc2c1
  2%	-1%	9%[9.22 µM]	-12%	-1%	2%	3%
- CCOc1ccc(/C=C/C2=Cc3c(sc(NC(=O)CSc4n[nH]c(N)n4)c3C#N)C(C)(C)C2)cc1
  -13%	-104%[inhibitor]	?	-13%	5%	1%	?
- CCOC(=O)c1sc2cc([N+](=O)[O-])cc(SCC(=O)OC)c2c1N
  ?	-13%	-12%	-1%	-2%	?	-9%
- CCSc1nnc(NC(=O)c2nn(C(C)C)c(=O)c3ccccc23)s1
  3%	7%[10 µM]	-10%	-3%	-2%	0%	?
- CC(C)=CCCC1(C)C=Cc2c(ccc3c2[nH]c2cc(O)c(C)cc23)O1 (centres undefined)
  -12%	21%[10 µM]	·	?	0%	·	-11%[9.22 µM]
- CCOc1ccc(N/C(C)=C\C(=O)c2ccc3c(c2)OCCO3)cc1
  12%	-14%[10 µM]	?	?	3%	-5%	4%[9.22 µM]
- CC1CCCN(C(=O)C2CCN(S(=O)(=O)c3cccc4cccnc34)CC2)C1 (centres undefined)
  -2%	-16%	2%	7%	-14%	-14%[15.4 µM]	?
- COc1ccc2c(c1)c(C(=O)CN1CCC3(CC1)OCCO3)c(C)n2C
  1%	-12%[0.074 µM]	-2%	9%	3%	-10%	9%[9.22 µM]
- CC(=O)N1CCc2cc(C(=O)CN3CCN(c4ccccc4F)CC3)ccc21
  9%	-9%	3%	12%	17%	-10%	28%
- COc1cc2c(cc1OC)C(COc1ccc(F)cc1)N(C(=O)c1ccco1)CC2 (centres undefined)
  -1%	-12%[10 µM]	-14%	-8%	-5%	-17%	6%
- CCOC(=O)c1sc(NC(=O)CSc2nc(C)cc(C(F)(F)F)n2)c(C#N)c1C
  -10%	-11%	-6%	-10%	6%	4%	13%[9.22 µM]
- O=C(O)c1c[nH]ccc1=O
  -3%	-6%	15%	1%	-6%	1%	-5%
- O=C(c1ccc(COc2ccccc2Br)cc1)N1CCCCCC1
  -5%	-12%[10 µM]	·	8%	-1%	-9%	6%
- CCN(C(=O)CSc1nnc(C)n1-c1ccccc1)C1CCS(=O)(=O)C1 (centres undefined)
  9%	-11%	-8%[46 µM]	10%	0%	6%	16%
- C/C=C(\C)C(=O)O[C@H]1C[C@@]2(C)CCC(C(C)C)C2(O)CC[C@@]1(C)O (some centres undefined)
  11%	-12%	·	·	8%	·	·
- CCOc1ccccc1OCCC(=O)OCC(=O)c1ccc[nH]1
  0%	-9%	·	3%	·	-2%	-2%
- CC(C)CC1c2[nH]c3ccccc3c2CCN1C(=O)C1CCOCC1 (centres undefined)
  1%	-5%[10 µM]	·	2%	0%	·	7%[9.22 µM]
- Cc1ccc(N=Cc2ccc[nH]2)c(O)c1
  -13%	-6%	14%	?	0%	-2%	3%
- CCCCCCCCCCCCOCCOCCOCCOCCO
  23%&23%	-10%	·	·	-22%&1%	·	·
- CC(Sc1ccc2ccccc2n1)C(=O)O (centres undefined)
  5%&-1%	2%&-8%	8%&-4%	0%&7%	-3%&2%	4%&7%	-16%&5%
- COc1ccccc1NC(=O)C1CCCN1C(=O)NCc1ccccc1 (centres undefined)
  2%	-15%	1%	3%	-4%	-1%	5%
- CC1=CC(C)[C@H](/C=N/n2c(=O)[nH]c3c([nH]c4ccc(C)cc43)c2=O)C(C)C1 (some centres undefined)
  0%	-40%[inhibitor]	·	-9%	?	?	-2%
- O=C(CCCN1C(=O)c2ccccc2C1=O)NCC1CCCO1 (centres undefined)
  3%	2%	?	0%	-3%	-1%	14%
- CNC(=O)c1nnsc1S(=O)c1ccc(Cl)cc1 (centres undefined)
  -7%	-142%[inhibitor]	-1%[9.22 µM]	7%	-4%	8%	14µM*
- O=C(NCc1ccc(Cl)cc1)c1cc(=O)[nH]c2ccc(S(=O)(=O)N3CCOCC3)cc12
  3%	10%[10 µM]	12%[46 µM]	9%	8%	5%	-2%[9.22 µM]
- CCC(=O)c1ccc(OC)c(OC)c1O
  24%	9%[10 µM]	·	5%	-7%	·	-5%[9.22 µM]
- O=C(CCn1c(=O)c2ccccc2n(Cc2cccnc2)c1=O)NCc1ccc2c(c1)OCO2
  4%	-12%	6%	-3%	1%	3%	-12%
- COc1ccccc1N1CCN(CCCOc2ccc(F)cc2)CC1
  -2%	7%[10 µM]	7%	26%	5%	-13%	9%

Record cards, from the list above. Values in the order: CBFb RUNX1 block	HTT ATP protect	Lamin A splicing	GAA glycogen	GAA spleen mod	GAA inh	HTT aggregate
CC(C)CC1c2[nH]c3ccccc3c2CCN1C(=O)C1CCOCC1 (centres undefined) in the list: 1%	-5%[10 µM]	·	2%	0%	·	7%[9.22 µM]
CCC(=O)c1ccc(OC)c(OC)c1O in the list: 24%	9%[10 µM]	·	5%	-7%	·	-5%[9.22 µM]
COc1ccccc1NC(=O)C1CCCN1C(=O)NCc1ccccc1 (centres undefined) in the list: 2%	-15%	1%	3%	-4%	-1%	5%
COc1ccccc1N1CCN(CCCOc2ccc(F)cc2)CC1 in the list: -2%	7%[10 µM]	7%	26%	5%	-13%	9%
O=C(NCc1ccc(Cl)cc1)c1cc(=O)[nH]c2ccc(S(=O)(=O)N3CCOCC3)cc12 in the list: 3%	10%[10 µM]	12%[46 µM]	9%	8%	5%	-2%[9.22 µM]
